D2 antag: HTS Assay for Allosteric Antagonists of the Human D2 Dopamine Receptor: Primary Screen for Antagonists; 2% of 340,000 active; AID 485344, 2010; HEK293 TREx D2 cells, calcium flux, dopamine EC80; inhibition, % at 10 µM; in the data active = inhibition above about 30%; also: 0% is about no effect
Target sequence (P14416 whole entry, looked up): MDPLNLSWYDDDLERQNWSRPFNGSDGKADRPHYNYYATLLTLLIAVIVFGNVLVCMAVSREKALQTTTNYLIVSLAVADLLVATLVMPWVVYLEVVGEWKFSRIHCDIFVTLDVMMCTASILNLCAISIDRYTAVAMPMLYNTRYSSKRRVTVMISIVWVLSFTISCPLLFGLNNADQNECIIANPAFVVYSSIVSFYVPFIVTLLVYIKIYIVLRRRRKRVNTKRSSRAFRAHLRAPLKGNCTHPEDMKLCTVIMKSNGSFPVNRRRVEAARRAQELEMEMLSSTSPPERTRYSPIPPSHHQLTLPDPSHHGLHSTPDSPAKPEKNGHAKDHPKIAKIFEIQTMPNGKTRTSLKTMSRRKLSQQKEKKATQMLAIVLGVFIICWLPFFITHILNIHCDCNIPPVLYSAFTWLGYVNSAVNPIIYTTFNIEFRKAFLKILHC
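Tetracycline-induced HEK293 T-REx cells expressing D2 force-coupled to calcium signalling were dye-loaded, exposed to compound for 180 s, then challenged with an EC80 of dopamine; calcium flux was followed kinetically for a further 180 s.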
Vif-APOBEC3G blk: qHTS for Inhibitors of Vif-A3G Interactions: qHTS; DNA dC->dU-editing enzyme APOBEC-3G (Homo sapiens), Q9HC16; HeLa A3G-eYFP + Vif (tagged APOBEC3G with the HIV-1 protein that degrades it), YFP fluorescence, overnight; Potency, µM (highest dose often 46.1 µM), for the others: at the highest dose activity, negative = active, hits mostly inhibitors; 0.076% of 410,000 active; AID 602310, 2012;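 also: potency is read from the fitted curve at half-maximal effect; % is scaled to controls: 0 for no effect and ±100 for the full control effect; nearly all actives have a fitted effect of over 60% in size; hits raise eYFP signal because A3G escapes Vif-driven loss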
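HeLa cells stably expressing Vif and C-terminally eYFP-tagged A3G, seeded overnight at 37 deg C, then exposed to compound by pintool overnight at 37 deg C. Rise in yellow fluorescence (Ex 488/Em 500-530, Acumen) marks blocked Vif-driven A3G degradation.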
LDHA inh: qHTS assay for inhibitors of human lactate dehydrogenase. purified LDHA, NADH/diaphorase-resazurin fluorescence; stronger effect = lower value. activity change, % (values are at about 110 or 230 µM). AID 1347041, 2019. 0.15% of 480,000 active. L-lactate dehydrogenase A chain (Homo sapiens), P00338; in the data active = activity change below about -30%; inconclusive = mostly about -25% to -30%;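 also: plate controls were DMSO wells for no effect and wells without enzyme for full effect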
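Human LDH5 (2 nM) was incubated with 0.06 mM NADH and 0.2 mM pyruvate for 5 min at room temperature in Tris pH 7.4. Remaining NADH was coupled through diaphorase/resazurin, and resorufin fluorescence was read at 0 and 20 min.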
D2 agonist: HTS Assay for Allosteric Agonists of the Human D2 Dopamine Receptor: Primary Screen for Agonists; 0.53% of 340,000 active; activation, % at 2 µM; HEK293 T-REx D2 cells, calcium flux agonist mode; D(2) dopamine receptor (Homo sapiens), P14416;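 active = activation over 3 SD above normal in the single-dose calcium agonist read, cut at about 30% in these data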; also: 0% is about no effect
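In this primary screen, compounds producing a positive calcium signal within 180 s of addition to tetracycline-induced, force-coupled HEK293 Trex D2 cells are flagged; cells are dye-loaded with a no-wash calcium kit beforehand.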
ALOX12 inh: Primary qHTS assay for inhibitors of human arachidonate 12S-lipoxygenase (ALOX12): Round 2; purified 12hLO, xylenol orange hydroperoxide absorbance; Potency, µM (highest dose often 108 µM), for the others: at the top dose activity change, negative = inhibition, most hits filed as inhibitors; 1.1% of 580,000 active; also: potency is read from the fitted curve at half-maximal effect; % is scaled to controls: 0 for no effect and ±100 for the full control effect
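Purified human 12hLO at 150 nM in 25 mM Hepes, 0.01% Triton X-100, pH 7.0, preincubated 15 min at room temperature with compound. Reaction started with 40 uM arachidonic acid, 30 min at room temperature. Hydroperoxide measured by Fe-xylenol orange, 573/405 nm absorbance ratio.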
Glioma ERSR ind: qHTS for Inducers of the Endoplasmic Reticulum Stress Response (ERSR) in Human Glioma: qHTS; 0.02% of 420,000 active; Potency, µM, inactives show top-dose activation, hits mostly activators; AID 602332, 2012; U87-MG GRP78 promoter luciferase reporter, 16 h; also: potency is read from the fitted curve at half-maximal effect; series mostly up to about 76 µM; % of control where 0% means no effect; nearly all actives have a fitted effect of over 35% in size
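Stably transfected U87-MG glioma cells carrying a GRP78-based luciferase sensor; 16 h compound incubation. Luminescence end-point read 10 min after Bright-Glo addition at room temperature.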
Vif-APOBEC3F blk: qHTS for Inhibitors of Vif-A3F Interactions: qHTS; HeLa A3F-eYFP + Vif (tagged APOBEC3F with the HIV-1 protein that degrades it), YFP fluorescence increase; Potency, µM (series often up to 46.1 µM), inactives show top-dose activity, negative = active; 0.2% of 390,000 active; also: potency is read from the fitted curve at half-maximal effect; % of control where 0% means no effect; nearly all actives have a fitted effect of over 65% in size
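Fluorescence increase (Ex 488/Em 500-530) after overnight compound treatment at 37 deg C flags inhibition of Vif-driven A3F-eYFP loss in stable HeLa A3F-eYFP/Vif cells seeded overnight beforehand.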
ERG-DNA inh: qHTS for Small Molecule Inhibitors of the ERG Ets/DNA interaction; fluorescence polarization, His-ERG Ets domain / labelled DNA; Potency, µM (top dose mostly 76.9 µM), inactives show top-dose FP activity, negative = inhibition, most hits filed as inhibitors; 0.028% of 370,000 active; AID 624246, 2012; Transcriptional regulator ERG (Homo sapiens), P11308; active = well fitted inhibition curve with a large enough effect in the polarisation, with a control signal flat; inconclusive = small, poorly fitted or top-dose-only effect, or effect the other way, or a change in a side signal; inactive = no such curve, though single readings can be large or run the other way; the % refers to the polarisation;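 also: polarization taken with two DNA probes labelled with fluorescein and Texas red; potency is read from the fitted curve at half-maximal effect; % of control where 0% means no effect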
Target sequence (P11308 whole entry, looked up, the tested form may be a part): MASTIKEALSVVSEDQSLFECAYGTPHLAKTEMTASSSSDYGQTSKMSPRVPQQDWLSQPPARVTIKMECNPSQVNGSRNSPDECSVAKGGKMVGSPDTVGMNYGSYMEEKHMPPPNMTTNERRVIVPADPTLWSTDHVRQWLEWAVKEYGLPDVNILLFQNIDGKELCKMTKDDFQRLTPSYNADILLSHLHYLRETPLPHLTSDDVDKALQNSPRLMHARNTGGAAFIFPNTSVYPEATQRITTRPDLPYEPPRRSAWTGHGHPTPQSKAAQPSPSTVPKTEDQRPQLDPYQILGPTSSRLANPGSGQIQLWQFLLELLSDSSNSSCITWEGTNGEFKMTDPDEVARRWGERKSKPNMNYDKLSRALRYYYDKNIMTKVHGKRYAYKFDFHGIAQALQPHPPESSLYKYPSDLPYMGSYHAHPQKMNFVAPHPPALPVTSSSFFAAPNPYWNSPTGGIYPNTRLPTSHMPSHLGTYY
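His-tagged ERG Ets domain (1 uM in the protein solution; 300mM KCl, 50mM Tris-HCl, 1mM EDTA, 1mM DTT, pH 7.5) received compound, then a probe mix of 5 nM fluorescein-DNA and 100nM Texas-615-DNA. Fluorescence polarization was read for both dyes.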
RGS4 inhibitor: Inhibitors of Regulator of G Protein Signaling (RGS) 4: qHTS; AID 504845, 2011; Regulator of G-protein signaling 4 (Homo sapiens), P49798; Transcreener GDP fluorescence polarization, RGS4-accelerated GTP hydrolysis; 0.039% of 390,000 active; Potency, µM (series often up to 114 µM), for the others: at the top dose activity change, negative = inhibition, most hits filed as inhibitors; also: potency is read from the fitted curve at half-maximal effect; % is scaled to controls: 0 for no effect and ±100 for the full control effect; nearly all actives have a fitted effect of over 75% in size; some results filed as inactive show a strong effect at the top dose
Target sequence (P49798 whole entry, looked up): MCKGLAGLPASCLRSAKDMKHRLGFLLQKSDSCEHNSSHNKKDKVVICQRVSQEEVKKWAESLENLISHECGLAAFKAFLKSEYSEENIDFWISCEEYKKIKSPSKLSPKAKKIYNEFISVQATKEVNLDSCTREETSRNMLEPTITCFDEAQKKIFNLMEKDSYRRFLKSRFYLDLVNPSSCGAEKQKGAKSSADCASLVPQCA
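MLSMR compounds (23 nl, pin-transferred) preincubated 10 min at room temperature with a 500nM (2x) first reagent, then RGS4 at 900nM (2x) plus Transcreener GDP mix added; fluorescence polarization (620/688 nm) read before and after 90 min at 30 °C.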
An asterisk follows results filed as active; ? = inconclusive; nt = not tested or not shown; & = joins results of further samples; [ ] = dose if it differs, or a comment. Unless noted, calls follow the shape of the dose curve; as a rule, active = well fitted curve in the direction sought with a large enough effect; inconclusive = small, poorly fitted or top-dose-only effect, or another doubt; inactive = no such curve, though single readings can be large; an effect the other way counts as inactive or inconclusive.

SMILES | D2 antag | Vif-APOBEC3G blk | LDHA inh | D2 agonist | ALOX12 inh | Glioma ERSR ind | Vif-APOBEC3F blk | ERG-DNA inh | RGS4 inhibitor
Cc1ccc(NC(=O)C2CCCN(c3ncccn3)C2)cc1C (configuration not stated) | -21.3 | -5.7% | -1.3 | -0.6 | -2.5% | 3.8% | 1.3% | -1.2% | -15.1%
CCN(CC)CCCNc1nc(C)cc(COC)c1C#N | 28.4 | 0.3% | -4.5 | 3.1 | 1.6% | 6.2% | -5.1% | -1.4% | 26.0%
C[C@@H]1CN([C@H](C)CO)C(=O)CCCn2cc(nn2)CO[C@H]1CN(C)S(=O)(=O)c1ccc2c(c1)OCCCO2 | nt | 0.7% | -30.2* | nt | 0.0% | -6.4% | -13.1% | nt | nt
COc1cccc(-c2cc(C(=O)Nc3ccc([N+](=O)[O-])cn3)c3ccccc3n2)c1 | nt | -2.5% | -1.3 | nt | -17.8% | -4.0% | 5.2% | -21.9% | -0.6%
CCOC(=O)C1CCN(CC(=O)Nc2cc(C)nn2-c2nc3ccccc3s2)CC1 | -3.7 | -5.2% | -1.9 | 0.1 | -0.3% | -3.2% | -0.4% | -10.7% | -7.2%
NC(=O)c1nsc(C(=O)N(c2ccccc2)C(C(=O)NCc2ccc(F)cc2)c2ccc(O)cc2)c1N (configuration not stated) | 57.0* | 0.4% | -8.4 | 6.4 | -10.4% | -5.9% | -8.5% | -1.3% | -12.3%
CCOC(=O)C1CCCN(c2nc3c(S(=O)(=O)c4ccc(CC)cc4)nnn3c3ccsc23)C1 (configuration not stated) | nt | 0.9% | -3.0 | -0.9 | -9.7% | -2.3% | 1.9% | 2.1% | -0.6%
COC(=O)C1CCN(S(=O)(=O)c2cc3c4c(c2)C(C)C(=O)N4CCC3)CC1 (configuration not stated) | nt | -2.8% | 1.7 | 1.2 | ? | 0.5% | -1.2% | -3.2% | 18.4%
CCCc1nc(NC(=O)c2ccccc2)nc(NC(=O)c2ccccc2)n1 | nt | -0.6% | -3.1 | nt | -31.9% | -4.3% | 1.0% | 5.5% | 6.2%
CC(NS(C)(=O)=O)C(c1cccs1)N1CCN(c2ccccc2F)CC1 (configuration not stated) | nt | 1.4% | -7.5 | nt | -40.8% | -2.4% | -1.1% | -12.1% | 3.2%
COc1cccc([C@@H]2CC=C(C(=O)O)[C@H](c3ccc(Cl)cc3)N2S(=O)(=O)c2ccc(C)cc2)c1 | 6.4 | -3.7% | 1.0 | -0.1 | -25.6% | -1.5% | 1.6% | 2.7% | -14.0%
COc1cc(NC(=O)CSc2nnc3c(C)cc4cc(C)cc(C)c4n23)c(C(=O)O)cc1OC | 2.7 | -0.2% | -1.9 | -3.2 | -14.4% | -6.5% | -3.4% | 0.5% | 10.6%
COc1ccccc1C(=O)N1CCC(C(=O)c2ccc(F)cc2)CC1 | -7.5 | 1.2% | 3.9 | -0.1 | -5.5% | -4.7% | -15.3% | 2.7% | 10.8%
COc1cc(OC)c(OC)cc1/C=C/c1nc2cc3ccccc3cc2c(=O)n1-c1ccc(F)cc1F | nt | 0.6% | -14.0 | 1.0 | ? | -3.4% | -0.2% | 3.4% | 6.7%
CCc1ccc(C2CC(c3ccccc3C)n3nc(N)nc3N2)cc1 (configuration not stated) | 4.1 | -3.5% | -4.2 | 9.9 | 53.7% | 0.3% | -0.8% | 6.2% | -14.0%
Cc1ccc(NS(=O)(=O)c2ccc(Br)cc2)nc1 | 13.7 | 4.6% | -5.3 | -0.8 | -7.8% | -2.4% | 20.5% | -1.8% | 25.5%
O=C(CNC(=O)c1ccccc1F)OCCCOC(=O)CNC(=O)c1ccccc1F | 14.5 | -0.5% | -2.5 | -0.6 | 1.3% | -1.6% | 0.1% | 15.0% | 47.3%
O=C(NC1CCCCNC1=O)c1ccc(Cl)cc1 (configuration not stated) | -1.1 | 0.2% | -8.7 | 0.3 | 3.2% | 3.4% | -7.1% | -5.4% | 10.1%
C[C@@H]1C(c2ccccc2)=NN(c2ccc(Br)cc2)[C@H]1C(=O)N1CCOC1=O | nt | -6.1% | 3.2 | nt | -9.6% | -0.3%&-3.2% | -4.2% | 3.5% | -15.6%
Cc1cc(C(=O)Nc2cccc([N+](=O)[O-])c2)c(C)o1 | -4.7 | 0.3% | -5.7 | -0.8 | -16.4% | 0.3% | 1.2% | -5.9% | 5.1%
Cc1cc(F)ccc1S(=O)(=O)Nc1cc2c(C(=O)O)c(C)oc2c2ccccc12 | nt | 2.4% | 32.0 | 0.1 | ? | 2.9% | -7.5% | -1.6% | 8.1%
CCOC(=O)CN1C(=O)N[C@@H](c2cccc(C(F)(F)F)c2)[C@@H](C(=O)OC)[C@H]1C | nt | 0.8% | -3.2 | nt | ? | -0.2% | -9.6% | -7.9% | 22.0%
CC(C)(C)OC(=O)C(Cc1ccc(OC(C)(C)C)cc1)NC(=O)CNC(=O)CNC(=O)OCc1ccccc1 (configuration not stated) | -9.8 | -0.1% | 5.3 | -1.2 | -4.8% | -3.0% | -14.1% | -18.8% | -0.9%
COc1ccccc1C(=O)COC(=O)CN1C(=O)c2ccccc2C1=O | 0.3 | 1.8% | -3.2 | -0.1 | 12.6% | -3.8% | -1.7% | -8.0% | -27.3%
CS(=O)(=O)N1CCC(C(=O)Nc2ccc3c(c2)OCCO3)CC1 | 10.2 | 0.7% | 1.5 | 0.4 | ? | -0.8% | -2.4% | nt | 10.8%
Cc1ccc(C)c2[nH]c(=O)c(CCNC(=O)c3cc4ccccc4o3)cc12 | -18.8 | -1.8% | -2.7 | -0.1 | 1.3% | -6.1% | 5.8% | -15.3% | 10.9%
C=CCOC(=O)C1=C(C)OC(N)=C(C#N)C1c1ccccc1F (configuration not stated) | 8.6 | 1.9% | -0.8 | -2.0 | 3.7% | -3.8% | 4.2% | 2.6% | 4.7%
COc1ccc(C)cc1-n1nnnc1SCC(=O)N1CCC(C(=O)Nc2nccs2)CC1 | 5.1 | -8.0% | 5.1 | -1.6 | -6.2% | -3.5% | 0.9% | -6.2% | -8.5%
CCCS(=O)(=O)N1CCN(C(=O)COc2ccccc2)CC1 | -3.4 | 0.6% | -4.9 | -0.4 | -10.1% | -2.2% | 1.6% | -4.0% | 26.1%
CC(=O)c1c(C)[nH]c(C(=O)Nc2cccc(S(=O)(=O)N3CCOCC3)c2)c1C | -4.5 | -1.0% | -0.7 | 0.1 | 1.3% | 3.7% | 5.1% | 1.1% | 37.4%
CCOC(=O)c1c(NC(=O)COc2ccc(CC)cc2)sc2c1CCCC2 | nt | 4.1% | 0.7 | -1.1 | -15.5% | -1.4% | 4.9% | 0.4% | -15.2%
COCCN1C(=O)N[C@@H](c2cccs2)C(C(C)=O)=C1C | nt | 1.6% | -5.9 | nt | ? | -5.0% | 6.0% | -3.9% | 19.6%
CC(=O)Nc1ccc(NC(=O)c2cc(S(=O)(=O)N3CCCCC3)ccc2N2CCOCC2)cc1 | nt | -0.3% | -4.4 | nt | 1.2% | -2.9% | 1.6% | -3.5%[15.4 µM] | -33.5%
CCn1c(/C=C2\C(=O)Nc3ccccc32)nc2ccccc2c1=O | 11.6 | ? | -5.2 | 1.2 | -26.9% | -4.1% | 10.6% | 8.3% | 11.8%
CCc1cc2c(=O)c(-c3ccc4c(c3)OCO4)coc2c(CN(C)C)c1O | -14.9 | 1.2% | -3.8 | -1.2 | ? | -0.9% | 14.6% | -10.1% | 19.7%
CCCN=C1N(C)C[C@@H]2[C@@H]3C(=O)N(C)C(=O)[C@@H]3[C@](C)(C(=O)OC)N12 | nt | 3.4% | -7.2 | nt | -8.6% | -2.2% | 2.3% | -4.4% | 10.9%
CC(Nc1nc(N2CCN(S(C)(=O)=O)CC2)nc2ccccc12)c1ccccc1 (configuration not stated) | -14.6 | -7.4% | 3.4 | 0.3 | -14.4% | -3.1% | 7.2% | 2.2% | 3.2%
CCCCN(C(=O)NC(=O)Nc1ccccc1C)S(C)(=O)=O | 10.0 | -2.4% | -0.9 | 0.4 | 3.9% | -3.9% | -0.6% | 1.8% | 10.7%
COc1cc(-c2noc(CCCC(=O)NCc3ccccc3)n2)cc(OC)c1OC | 9.4 | 1.2% | 2.4 | -0.1 | 2.8% | -2.5% | -3.0% | 13.6% | 20.3%
Cc1sc2ncn(CC(=O)N3CCN(c4ccc(F)cc4)CC3)c(=O)c2c1S(=O)(=O)N1CCCCC1 | nt | -0.9% | -3.2 | 0.1 | -12.2% | 2.7% | 0.2% | 2.8% | 9.2%
O=C(/C=C/c1ccc(OCCCF)cc1)Nc1ccnc(-c2cccnc2)n1 | 4.0 | -1.9% | -7.4 | 2.1 | 1.2% | -3.5% | ? | -2.8% | -8.5%
CN(c1ccc(Br)cc1)S(=O)(=O)c1ccc2[nH]cc(C(=O)NCCN3CCOCC3)c(=O)c2c1 | -7.7 | 1.7% | 2.3 | -0.3 | -14.9% | -4.7% | 3.4% | -8.2% | -4.8%[11.4 µM]

Bioassay records: PubChem, National Center for Advancing Translational Sciences (NCATS)

A portion of the library; count on the stated rates, not on these rows.
